Screening data as filed in PubChem BioAssay.
West Nile antiviral – inhibition of WNV-induced cytopathic effect – cell-based, CPE readout (AID 1621). West Nile virus-infected cells, CPE inhibition; higher % means a stronger effect. CPE inhibition, % at 10 µM; hits with a dose series show IC50 in µM. actives 0.02% (n = 290,000); in the data active means a potency from the dose series; inconclusive means CPE inhibition mostly from about 3.7% at the one dose, without a potency; inactive means the rest, 99 in 100 with CPE inhibition below about 2.2%; further: strong numbers were not always called active
PhoP inhibition – PhoP-dependent GFP reporter repression – Salmonella Typhimurium, primary screen (AID 1863); S. Typhimurium PhoP-regulated promoter GFP reporter, 4 h; higher % means a stronger effect; inhibition, % at 50 µM; hits with a dose series show IC50 in µM; actives 0.16% (n = 300,000);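 active means inhibition over 29.93%, a cutoff 3 SD above the screen mean, later confirmed by dose response; inconclusive means inhibition over 29.93% but no dose response follow-up; inactive means inhibition at most 29.93% or unconfirmed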;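 further: 0% = low Mg2+ inducing control and 100% = high Mg2+ repressing control; strong numbers were not always called active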
Large T inhibition – TAg ATPase/helicase activity blockers – biochemical (AID 1903) | SV40 large T antigen ATPase/helicase inhibition assay; higher % means a stronger effect | one-dose inhibition, % at 20 µM; IC50 in µM for titrated hits | actives 0.39% (n = 310,000); in the data active means a potency from the dose series; inconclusive means inhibition mostly from about 32% at the one dose, without a potency; inactive means the rest, 99 in 100 with inhibition below about 32%; further: strong numbers were not always called active
WT yeast gro inh – growth inhibition of WT yeast, mitochondrial fusion screen. mitochondrial fusion phenotypic screen, WT strain. inhibition, % at 10 µM. actives 2.1% (n = 190,000). AID 1362; in the data active means inhibition above about 58%; tested in S. cerevisiae
Myeloid diff MLP – myeloid differentiation induction | ER-HoxA9 myeloid progenitors, lysozyme-GFP differentiation, flow cytometry | calls only at 10 µM | actives 1% (n = 360,000);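 active means normalized GFP-positive differentiation at or above the plate's own cutoff, the solvent-only control mean plus 3 SD; inconclusive means no clear call, values can overlap the other calls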;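 further: cells exposed to compound for four days before flow analysis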
b-catenin transl – alters nuclear translocation of beta-catenin in HeLa cells; actives 0.3% (n = 190,000); nuclear translocation activity, % at 5 µM; immunofluorescence imaging;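 active means nuclear translocation activity above 50% at 5 µM, with a well cell count of 50 or more; inconclusive means wells under 50 cells across six images, flagged as toxic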;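 further: per-cell ratio of nuclear to cytoplasmic median beta-catenin stain intensity; plate controls were DMSO negative control for no effect and GSK-3 inhibitor IX positive control for full effect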
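assay system = human HeLa cells, endogenous beta-catenin | times = compound treatment 24 h, 37°C, 5% CO2 | detection = Anti-beta-catenin immunofluorescence on PFA-fixed, Triton-permeabilized cells, DAPI nuclei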
T cell HTS – T cell immune modulators affecting CD8 T cell-vesicle binding | AID 2052 | calls only at 7 µM | actives 0.068% (n = 330,000) | 2C CD8+ T cell-vesicle binding, flow cytometry; hits give low values;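 active means response, share of CD8 T cells binding vesicles, and their 90th percentile fluorescence all below set limits, cut at about 80% in these data, passing the limit was not always enough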
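Assay system – 2C mouse CD8+ T cells · Also added – QL9-loaded Drosophila micro-vesicles · Timing – Cell–vesicle co-incubation 1.5 h at 37 °C, staining 20 min on ice · Signal – flow cytometry of vesicle-bound cells · Measure – percent CD8+ FL2 mean versus row control · Controls – Peptide-free naked vesicles (low) and QL9 vesicles with 0.7% DMSO vehicle (high)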
MgcRacGAP inhibition – MgcRacGAP GTPase-activating activity inhibitors, confirmation, biochemical, ADP Hunter fluorescence. MgcRacGAP-stimulated Rac1 GTP hydrolysis, ADP Hunter fluorescence; higher % means a stronger effect; GST-tagged Rac1 F28L mutant substrate. inhibition, % at 30 µM; hits with a dose series show IC50 in µM. actives 0.6% (n = 340,000). AID 624330;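 active means first-screen hits whose inhibition reached a set limit at any dose in the follow-up dose series; inconclusive means inhibition above the set first-screen limit but never retested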;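 further: fluorescence reports GDP produced by GAP-driven GTP hydrolysis; strong numbers were not always called active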
RSV antiviral HEp-2 – RSV antiviral activity via CPE protection, HEp-2 cells, primary 10 µM value included (AID 2391). HEp-2 cells, RSV-induced CPE inhibition; higher % means a stronger effect. CPE inhibition, % at 10 µM, or IC50 in µM where a hit was titrated. actives 0.13% (n = 310,000); in the data active means a potency from the dose series; inconclusive means CPE inhibition mostly from about 23% at the one dose, without a potency; inactive means the rest, 99 in 100 with CPE inhibition below about 21%; further: strong numbers were not always called active
WT yeast gro inh mutant strain – recorded beside WT yeast gro inh, whose call it bears; inhibition, %; mitochondrial fusion phenotypic screen, mutant strain inhibition
b-catenin transl cell count 5 µM – recorded beside b-catenin transl, whose call it bears; cell count; measured here: cell count, cytotoxicity flag
T cell HTS vesicle-bound % – further read-out of T cell HTS, marked with its call; double positive events, %; measured here: CD8+ vesicle-bound cell fraction;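 binding gate set so that unloaded-vesicle control wells show 10% double positive cells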
Myeloid diff MLP GFP+ MAC1+ % – further read-out of Myeloid diff MLP, marked with its call; GFP+ MAC1+ double positive, %; measured here: differentiation confirmed by MAC1 staining
* marks the source's active call; other numbers are inactive results. Random draw from the library. About 3.6% of those tested had a hit in this group.

What do the screens show for `O=C(O)C1(O)C[C@H](O)C(O)[C@@H](O)C1` (some centres undefined)?
PhoP inhibition: -6.9%; Large T inhibition: 15.1%; Myeloid diff MLP: inactive; T cell HTS: inactive; MgcRacGAP inhibition: 2.7%; RSV antiviral HEp-2: 0.1%; T cell HTS vesicle-bound %: 30.4; Myeloid diff MLP GFP+ MAC1+ %: 1.8

Results for Cc1ccc(N(CC(=O)NC(C)C)C(=O)CCC(=O)Nc2nccs2)c(C)c1 ?
West Nile antiviral: -0.5%; PhoP inhibition: -1.8%; Large T inhibition: 8.8%; Myeloid diff MLP: inactive; T cell HTS: inactive; MgcRacGAP inhibition: 11.5%; RSV antiviral HEp-2: 2.6%; T cell HTS vesicle-bound %: 45.2; Myeloid diff MLP GFP+ MAC1+ %: 0.2

Results for COC(=O)CC1=Nc2ccccc2NC(=O)C1 ?
West Nile antiviral: 1.4%; PhoP inhibition: -11.8%; Large T inhibition: -0.8%; WT yeast gro inh: -3.2; Myeloid diff MLP: inactive; T cell HTS: inactive; MgcRacGAP inhibition: 11.2%; RSV antiviral HEp-2: -0.3%; WT yeast gro inh mutant strain: 14.0; T cell HTS vesicle-bound %: 38.6; Myeloid diff MLP GFP+ MAC1+ %: 0.6

What do the screens show for `Cc1cc2nc(CCN(C(=S)NCC3CCCO3)C3CCCC3)[nH]c2cc1C` (centres undefined)?
West Nile antiviral: -1.8%; PhoP inhibition: -4.4%; Large T inhibition: 2.4%; WT yeast gro inh: 14.9; Myeloid diff MLP: inactive; b-catenin transl: -3.0; T cell HTS: inactive; MgcRacGAP inhibition: 9.8%; RSV antiviral HEp-2: 6.7%; WT yeast gro inh mutant strain: 5.4; b-catenin transl cell count 5 µM: 1042; T cell HTS vesicle-bound %: 18.3; Myeloid diff MLP GFP+ MAC1+ %: 0.2

What do the screens show for `Cc1ccc(-n2nc(C)cc2Nc2ncc(Cl)cc2Cl)cc1`?
West Nile antiviral: -1.1%; PhoP inhibition: -2.5%; Large T inhibition: 5.8%; WT yeast gro inh: 73.7; Myeloid diff MLP: inactive; b-catenin transl: 2.4; T cell HTS: inactive; MgcRacGAP inhibition: 6.6%; RSV antiviral HEp-2: 1.5%; WT yeast gro inh mutant strain: 81.7; b-catenin transl cell count 5 µM: 1017; T cell HTS vesicle-bound %: 45.9; Myeloid diff MLP GFP+ MAC1+ %: 0.8

What do the screens show for `O=c1[nH]c(CSc2nnc(Nc3ccccc3)s2)nc2ccccc12`?
West Nile antiviral: -0.2%; PhoP inhibition: -2.1%; Large T inhibition: 4.9%; Myeloid diff MLP: inactive; b-catenin transl: -3.8; T cell HTS: inactive; MgcRacGAP inhibition: -9.4%; RSV antiviral HEp-2: 1.1%; b-catenin transl cell count 5 µM: 1209; T cell HTS vesicle-bound %: 16.4; Myeloid diff MLP GFP+ MAC1+ %: 0.3

What do the screens show for `O=C(NC1CCCN(CCc2ccccc2)C1)c1c[nH]c2ccccc12` (centres undefined)?
West Nile antiviral: -0.1%; PhoP inhibition: -2.9%; Large T inhibition: 0.0%; Myeloid diff MLP: inactive; T cell HTS: inactive; MgcRacGAP inhibition: 4.3%; RSV antiviral HEp-2: -0.5%; T cell HTS vesicle-bound %: 56.4; Myeloid diff MLP GFP+ MAC1+ %: 0.3

What do the screens show for `CCOc1cc(S(=O)(=O)NCc2ccncc2)ccc1Cl`?
West Nile antiviral: -2.0%; PhoP inhibition: -2.8%; Large T inhibition: 6.8%; WT yeast gro inh: 4.2; Myeloid diff MLP: inactive; b-catenin transl: -1.4; T cell HTS: inactive; RSV antiviral HEp-2: 1.0%; WT yeast gro inh mutant strain: 9.1; b-catenin transl cell count 5 µM: 1051; T cell HTS vesicle-bound %: 58.0; Myeloid diff MLP GFP+ MAC1+ %: 0.4

What do the screens show for `O=[N+]([O-])c1cc(C(F)(F)F)ccc1-n1nnc2ccccc21`?
West Nile antiviral: -1.1%; PhoP inhibition: -0.8%; Large T inhibition: 16.4%; WT yeast gro inh: 10.5; Myeloid diff MLP: inactive; b-catenin transl: 2.0; T cell HTS: inactive; MgcRacGAP inhibition: 7.9%; RSV antiviral HEp-2: 3.8%; WT yeast gro inh mutant strain: -0.8; b-catenin transl cell count 5 µM: 1021; T cell HTS vesicle-bound %: 34.6; Myeloid diff MLP GFP+ MAC1+ %: 1.0

Results for COC(=O)c1sccc1NC(=S)N1CCN(c2ccccc2)CC1 ?
West Nile antiviral: -1.1%; PhoP inhibition: -6.0%; Large T inhibition: 11.4%; WT yeast gro inh: 0.7; Myeloid diff MLP: inactive; b-catenin transl: 2.1; T cell HTS: inactive; MgcRacGAP inhibition: 11.3%; RSV antiviral HEp-2: 3.2%; WT yeast gro inh mutant strain: 19.8; b-catenin transl cell count 5 µM: 1110; T cell HTS vesicle-bound %: 8.9; Myeloid diff MLP GFP+ MAC1+ %: 3.6

How did COc1ccc(C2(C)NC(=O)N(CC(=O)Nc3ccc(S(=O)(=O)N4CCCC4)cc3)C2=O)cc1 (centres undefined) do in these assays?
West Nile antiviral: 0.3%; PhoP inhibition: 1.9%; Large T inhibition: 7.1%; WT yeast gro inh: 3.2; Myeloid diff MLP: inactive; b-catenin transl: -1.6; T cell HTS: inactive; MgcRacGAP inhibition: -1.4%; RSV antiviral HEp-2: 0.2%; WT yeast gro inh mutant strain: -4.0; b-catenin transl cell count 5 µM: 1115; T cell HTS vesicle-bound %: 58.1; Myeloid diff MLP GFP+ MAC1+ %: 0.9

Results for COCCN(Cc1cc2cc3c(cc2nc1Cl)OCO3)C(=O)Nc1ccccc1OC ?
West Nile antiviral: -0.1%; PhoP inhibition: -5.3%; Large T inhibition: 3.4%; WT yeast gro inh: 8.3; Myeloid diff MLP: inactive; b-catenin transl: 0.1; T cell HTS: inactive; MgcRacGAP inhibition: 1.3%; RSV antiviral HEp-2: 0.7%; WT yeast gro inh mutant strain: 23.3; b-catenin transl cell count 5 µM: 936; T cell HTS vesicle-bound %: 13.3; Myeloid diff MLP GFP+ MAC1+ %: 1.9

How did Cn1c(SCc2cccc(Cl)c2)nc(C(F)(F)F)cc1=O do in these assays?
West Nile antiviral: 3.0%; PhoP inhibition: -5.1%; Large T inhibition: 10.3%; WT yeast gro inh: 0.8; Myeloid diff MLP: inactive; b-catenin transl: 0.5; T cell HTS: inactive; MgcRacGAP inhibition: 12.9%; RSV antiviral HEp-2: 15.2%; WT yeast gro inh mutant strain: 2.9; b-catenin transl cell count 5 µM: 818; T cell HTS vesicle-bound %: 7.1; Myeloid diff MLP GFP+ MAC1+ %: 6.1

Results for O=C(COc1ccc(Cl)cc1)NC(=S)Nc1ccccc1N1CCOCC1 ?
West Nile antiviral: 0.2%; PhoP inhibition: -3.4%; Large T inhibition: 8.1%; Myeloid diff MLP: inconclusive; T cell HTS: inactive; MgcRacGAP inhibition: 10.3%; RSV antiviral HEp-2: 2.3%; T cell HTS vesicle-bound %: 7.4

What do the screens show for `CC(=O)Nc1ccc(C)cc1NC(C)=O`?
West Nile antiviral: 0.2%; PhoP inhibition: 1.1%; Large T inhibition: 13.0%; WT yeast gro inh: -0.7; Myeloid diff MLP: inactive; T cell HTS: inactive; MgcRacGAP inhibition: 4.9%; RSV antiviral HEp-2: 0.1%; WT yeast gro inh mutant strain: 8.7; T cell HTS vesicle-bound %: 32.2; Myeloid diff MLP GFP+ MAC1+ %: 1.0

Results for CN(c1cccc(NC(=O)c2ccc(N(C)S(=O)(=O)c3ccccc3)cc2)c1)S(C)(=O)=O ?
West Nile antiviral: -0.7%; PhoP inhibition: -5.8%; Large T inhibition: -5.8%; WT yeast gro inh: -15.2; Myeloid diff MLP: inactive; b-catenin transl: 0.3; T cell HTS: inactive; MgcRacGAP inhibition: -4.0%; RSV antiviral HEp-2: -0.5%; WT yeast gro inh mutant strain: -20.8; b-catenin transl cell count 5 µM: 1534; T cell HTS vesicle-bound %: 1.1; Myeloid diff MLP GFP+ MAC1+ %: 0.4

How did O=C(CSc1nnc(COc2ccccc2Cl)o1)NC(=O)NCc1ccco1 do in these assays?
West Nile antiviral: 0.3%; PhoP inhibition: -9.7%; Large T inhibition: 14.6%; Myeloid diff MLP: inactive; b-catenin transl: -3.1; T cell HTS: inactive; MgcRacGAP inhibition: 7.2%; RSV antiviral HEp-2: 2.4%; b-catenin transl cell count 5 µM: 1179; T cell HTS vesicle-bound %: 35.0; Myeloid diff MLP GFP+ MAC1+ %: 1.2

How did CC(NS(=O)(=O)c1ccc(Br)s1)c1ccccc1 (centres undefined) do in these assays?
West Nile antiviral: -0.7%; PhoP inhibition: 4.7%; Large T inhibition: 5.0%; Myeloid diff MLP: inactive; T cell HTS: inactive; MgcRacGAP inhibition: 7.3%; RSV antiviral HEp-2: 2.0%; T cell HTS vesicle-bound %: 19.8; Myeloid diff MLP GFP+ MAC1+ %: 0.3

How did COc1cccc(NC(=O)OCCN2CCN(Cc3ccccc3)CCC2=O)c1 do in these assays?
West Nile antiviral: -0.2%; PhoP inhibition: -4.8%; Large T inhibition: 3.9%; WT yeast gro inh: -4.4; Myeloid diff MLP: inactive; T cell HTS: inactive; MgcRacGAP inhibition: -1.2%; RSV antiviral HEp-2: -0.1%; WT yeast gro inh mutant strain: -16.3; T cell HTS vesicle-bound %: 33.1; Myeloid diff MLP GFP+ MAC1+ %: 0.4

What do the screens show for `CCOC(=O)Nc1cccc(OCC(=O)Nc2ccc(OC)cc2OC)c1`?
West Nile antiviral: 1.0%; PhoP inhibition: -3.9%; Large T inhibition: 5.6%; WT yeast gro inh: -6.8; Myeloid diff MLP: inactive; T cell HTS: inactive; MgcRacGAP inhibition: -2.1%; RSV antiviral HEp-2: 1.0%; WT yeast gro inh mutant strain: -1.2; T cell HTS vesicle-bound %: 16.3; Myeloid diff MLP GFP+ MAC1+ %: 0.8
